Source: PubChem BioAssay
RGS4-Gao reg: modulates binding of RGS4 to human Galphao; Multiplexed bead flow cytometry; actives lie on both sides; 0.33% of 220,000 active; binding response (% of control), % at 10 µM; P09471; in the data active means binding response below about 49% or above about 150%; inactive means in between;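 further: fluorescent Galphao activated with aluminum fluoride binding bead-coupled RGS4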
Bcl-W Bim block: disrupts Bim peptide binding to human Bcl-W; AID 952; Q92843; bead-based flow cytometry; 0.02% of 190,000 active; inhibition, % at 10 µM;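 further: 0% = bound tracer without compound and 100% = peptide blocker; higher means less fluorescent Bim peptide bound to Bcl-W beads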
Target sequence (Q92843 whole entry, looked up): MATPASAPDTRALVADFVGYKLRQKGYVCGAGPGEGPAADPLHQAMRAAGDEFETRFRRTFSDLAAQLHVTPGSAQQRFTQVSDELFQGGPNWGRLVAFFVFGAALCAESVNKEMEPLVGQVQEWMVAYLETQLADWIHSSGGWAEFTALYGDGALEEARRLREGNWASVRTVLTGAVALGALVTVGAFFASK
ABCB1 inh: inhibitors of human ABCB1 transporter, ABCG2 counter-screen. inhibition, % at 6.6 µM. AID 1326. 0.067% of 190,000 active. P08183. CCRF-Adr cells, JC-1 efflux, flow cytometry; in the data active means inhibition above about 40%;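 further: 0% = vehicle and 100% = reference inhibitor; higher value means more JC-1 retained so stronger ABCB1 efflux block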
RGS7-Gao reg: human RGS7-Galphao interaction regulation. P09471. Multiplexed bead flow cytometry, RGS7-Galphao binding; actives lie on both sides. AID 1439. binding response (% of control), % at 10 µM. 0.35% of 220,000 active; in the data active means binding response below about 49% or above about 150%; inconclusive means no clear call, values can overlap the other calls; inactive means in between;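 further: fluorescent Galphao held in activated GDP-AlF4 state binding bead-coupled RGS7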
Avidin bead fluor: avidin bead compound fluorescence profile. Avidin beads, compound fluorescence 488/530 nm, flow cytometry; stronger effect = higher value. fluorescence (KMESF) at 10 µM. 0.38% of 220,000 active. AID 1775; in the data active means fluorescence above about 47; further: inactives centre near 10
Bim-Bfl-1: inhibitors of Bim-Bfl-1 interaction, human. Q16548. 0.12% of 190,000 active. AID 1008. Bead-based flow cytometry, Bim-Bfl-1 binding inhibition. inhibition, % at 10 µM;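 further: 0% = wells without compound plus tracer and 100% = blocker peptide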
ABCG2 inh: inhibitors of human ABCG2 transporter, ABCB1 counter-screen | Q9UNQ0 | IgMXP3 cells, JC-1 efflux, flow cytometry | inhibition, % at 6.6 µM | 0.1% of 190,000 active | AID 1325;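 active means inhibition above 80%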;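 further: 0% = DMSO and 100% = nicardipine control wells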
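Test system: IgMXP3 (ABCG2) plus far-red-tagged CCRF-Adr (ABCB1) cells. Reagent: JC-1 dye as substrate. Timing: 10 min exposure at 25 °C with rotation, no wash. Measured by: flow cytometric JC-1 green MFI at 530 nm. Read-out: percent efflux inhibition, scaled nicardipine 100% to DMSO 0%. Control set: nicardipine and DMSO wells.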
Bcl-B Bim block: human Bim-Bcl-B interaction inhibition; 0.073% of 190,000 active; inhibition, % at 10 µM; bead-based flow cytometry, Bim peptide-Bcl-B binding; AID 951; Q9HD36;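 further: 0% = tracer peptide without compound and 100% = reference inhibitor peptide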
Target sequence (Q9HD36 whole entry, looked up): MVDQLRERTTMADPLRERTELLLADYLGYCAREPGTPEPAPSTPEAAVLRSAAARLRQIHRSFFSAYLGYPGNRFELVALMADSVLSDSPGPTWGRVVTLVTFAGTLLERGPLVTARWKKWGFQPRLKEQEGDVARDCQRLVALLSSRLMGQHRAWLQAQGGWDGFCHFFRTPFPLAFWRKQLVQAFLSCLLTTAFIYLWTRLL
Bim-Bcl-XL: human Bim-Bcl-XL interaction inhibition | Q07817 | 0.04% of 190,000 active | Bim peptide-Bcl-XL binding, bead flow cytometry, fluorescence | inhibition, % at 10 µM | AID 1007
Target sequence (Q07817 whole entry, looked up): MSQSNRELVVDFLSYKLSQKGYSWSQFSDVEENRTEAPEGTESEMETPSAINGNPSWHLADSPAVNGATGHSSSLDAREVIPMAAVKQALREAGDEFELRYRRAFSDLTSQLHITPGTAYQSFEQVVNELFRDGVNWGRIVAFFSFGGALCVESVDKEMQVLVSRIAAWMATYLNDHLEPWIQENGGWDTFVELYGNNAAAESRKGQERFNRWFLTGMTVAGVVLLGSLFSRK
Bcl-2 Bim block: inhibitors of Bim-Bcl-2 interaction, human. P10415. Bead-based flow cytometry, Bim peptide-Bcl-2 binding. inhibition, % at 10 µM. 0.06% of 190,000 active; in the data active means inhibition above about 40%; inconclusive means no clear call, values can overlap the other calls;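 further: 0% = no compound wells with probe peptide and 100% = reference peptide inhibitor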
Target sequence (P10415 whole entry, looked up): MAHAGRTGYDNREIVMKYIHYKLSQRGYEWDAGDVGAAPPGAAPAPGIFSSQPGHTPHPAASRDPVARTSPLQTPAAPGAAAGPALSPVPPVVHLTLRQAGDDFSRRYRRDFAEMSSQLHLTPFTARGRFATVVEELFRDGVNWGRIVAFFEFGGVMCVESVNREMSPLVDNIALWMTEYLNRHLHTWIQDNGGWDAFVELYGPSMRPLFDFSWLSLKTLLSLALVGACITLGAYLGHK
GSH fluor: GSH bead compound fluorescence profile | fluorescence (KMESF) at 10 µM | GSH beads flow cytometry, compound fluorescence 488/530 nm; stronger effect = higher value | AID 1776 | 0.25% of 190,000 active; in the data active means fluorescence above about 89;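 further: glutathione beads carrying GST-tagged Bcl family fusion proteins plus one bare bead set; values are compound well signal with DMSO vehicle wells as background; inactives centre near 16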
* hit, by the source's call. Unless noted, no stated cut-off is given here; in the data, active means inhibition above about 40%.

`COc1ccccc1OCc1nnc(SCC(=O)Nc2ccc(C)cc2)n1C` gave RGS4-Gao reg 100, Bcl-W Bim block -1, ABCB1 inh -1.5, RGS7-Gao reg 95, Avidin bead fluor 6, Bim-Bfl-1 -12, ABCG2 inh 0, Bcl-B Bim block -8, Bim-Bcl-XL -18, Bcl-2 Bim block -7 and GSH fluor 29.
Screening COCCSc1nnc(NS(=O)(=O)c2ccc(C)cc2)s1 returned RGS4-Gao reg 98, Bcl-W Bim block -5, ABCB1 inh 0.3, RGS7-Gao reg 99, Avidin bead fluor 12, Bim-Bfl-1 -7, ABCG2 inh 0, Bcl-B Bim block -5, Bim-Bcl-XL -6, Bcl-2 Bim block -4 and GSH fluor 14.
`Cc1cc(=O)[nH]c(NN=C2CCC(C(C)(C)C)CC2)n1` (stereo unspecified) gave RGS4-Gao reg 100, Bcl-W Bim block 1, ABCB1 inh 0.3, RGS7-Gao reg inconclusive, Avidin bead fluor 10, Bim-Bfl-1 -5, ABCG2 inh -1, Bcl-B Bim block -3, Bim-Bcl-XL -3, Bcl-2 Bim block 0 and GSH fluor 14.
Screening CC1(C)S/C(=N/N=C/c2cccs2)NC1=O returned RGS4-Gao reg 102, Bcl-W Bim block 0, ABCB1 inh 0.7, RGS7-Gao reg 98, Avidin bead fluor 28, Bim-Bfl-1 -4, ABCG2 inh 19, Bcl-B Bim block 2, Bim-Bcl-XL -5, Bcl-2 Bim block 0 and GSH fluor 22.
Screening CCSc1nnc(NC(=O)CSc2nnc(Cc3cccn3C)n2CCc2ccccc2)s1 returned RGS4-Gao reg 102, Bcl-W Bim block 7, ABCB1 inh 0.6, RGS7-Gao reg 101, Avidin bead fluor 8, Bim-Bfl-1 -7, ABCG2 inh 1, Bcl-B Bim block 2, Bim-Bcl-XL 2, Bcl-2 Bim block -2 and GSH fluor 5.
For Cn1c(NC(=O)c2ccccc2NC(=O)C(C)(C)C)nc2ccccc21 the results were RGS4-Gao reg 100, Bcl-W Bim block 0, ABCB1 inh 1.6, RGS7-Gao reg 102, Avidin bead fluor 5, Bim-Bfl-1 -10, ABCG2 inh 10, Bcl-B Bim block -3, Bim-Bcl-XL -2, Bcl-2 Bim block -9 and GSH fluor 17.
For Nc1nc2nc(-c3ccccc3)cc(=O)n2[nH]1 the results were RGS4-Gao reg 101, Bcl-W Bim block 2, ABCB1 inh -0.5, RGS7-Gao reg 102, Avidin bead fluor 7, Bim-Bfl-1 -9, ABCG2 inh -2, Bcl-B Bim block -6, Bim-Bcl-XL -6, Bcl-2 Bim block -5 and GSH fluor 39.
Screening CCOC(=O)c1sc2nc(C)cc(C)c2c1N returned RGS4-Gao reg 101, Bcl-W Bim block 0, ABCB1 inh 0.5, RGS7-Gao reg 101, Avidin bead fluor 9, Bim-Bfl-1 0, ABCG2 inh 4, Bcl-B Bim block 0, Bim-Bcl-XL -1, Bcl-2 Bim block 0 and GSH fluor 12.
`CCCC(=O)Nc1ccc(NC(=O)c2ccccc2OC)cn1` gave RGS4-Gao reg 98, Bcl-W Bim block 0, ABCB1 inh 0.7, RGS7-Gao reg 108, Avidin bead fluor 8, Bim-Bfl-1 -1, ABCG2 inh 6, Bcl-B Bim block 0, Bim-Bcl-XL -3, Bcl-2 Bim block 0 and GSH fluor 32.
`O=S(=O)(NCc1cc(-c2ccccc2Cl)no1)c1ccccc1` gave RGS4-Gao reg 101, Bcl-W Bim block 1, ABCB1 inh 0.3, RGS7-Gao reg 102, Avidin bead fluor 11, Bim-Bfl-1 -8, ABCG2 inh 1, Bcl-B Bim block 10, Bim-Bcl-XL -6, Bcl-2 Bim block -2 and GSH fluor 31.
Screening N#C/C(=C\c1ccccc1)C(=O)NCCN1CCOCC1 returned RGS4-Gao reg 96, Bcl-W Bim block -1, ABCB1 inh 2.2, RGS7-Gao reg inconclusive, Avidin bead fluor 10, Bim-Bfl-1 -6, ABCG2 inh 9, Bcl-B Bim block -4, Bim-Bcl-XL 0, Bcl-2 Bim block -6 and GSH fluor 10.
`O=C(CSc1ccc(-c2ccco2)nn1)c1cccc([N+](=O)[O-])c1` gave RGS4-Gao reg 92, Bcl-W Bim block 2, ABCB1 inh -1.3, RGS7-Gao reg 94, Avidin bead fluor 11, Bim-Bfl-1 11, ABCG2 inh -12, Bcl-B Bim block 0, Bim-Bcl-XL -1, Bcl-2 Bim block 6 and GSH fluor 4.
For CN(C)CCNc1cc(-c2ccncc2)nc2ccccc12 the results were RGS4-Gao reg 105, Bcl-W Bim block 0, ABCB1 inh -0.1, RGS7-Gao reg 103, Avidin bead fluor 12, Bim-Bfl-1 -2, ABCG2 inh 5, Bcl-B Bim block -3, Bim-Bcl-XL 0, Bcl-2 Bim block -4 and GSH fluor 28.
CCN(CC)c1nc(SCCOC(=O)Nc2ccccc2)nc(N(CC)CC)n1 was read as RGS4-Gao reg 101, Bcl-W Bim block 3, ABCB1 inh 0.9, RGS7-Gao reg 106, Avidin bead fluor 4, Bim-Bfl-1 1, ABCG2 inh 5, Bcl-B Bim block 5, Bim-Bcl-XL 2, Bcl-2 Bim block -25 and GSH fluor 23.
For O=C1c2cccc3c([N+](=O)[O-])ccc(c23)C(=O)N1c1ccccn1 the results were RGS4-Gao reg 100, Bcl-W Bim block 2, ABCB1 inh 1.4, RGS7-Gao reg 100, Avidin bead fluor 17, Bim-Bfl-1 2, ABCG2 inh 10, Bcl-B Bim block 0, Bim-Bcl-XL 2, Bcl-2 Bim block 2 and GSH fluor 17.
`Cc1c(NC(=S)NC(=O)c2sc3ccccc3c2Cl)cccc1C(=O)O` gave RGS4-Gao reg 105, Bcl-W Bim block 0, ABCB1 inh -0.1, RGS7-Gao reg inconclusive, Avidin bead fluor 11, Bim-Bfl-1 -2, ABCG2 inh 6, Bcl-B Bim block -5, Bim-Bcl-XL -1, Bcl-2 Bim block -1 and GSH fluor 16.
`COc1ccccc1-c1ccc(NC2CCCC2)nn1` gave RGS4-Gao reg 89, Bcl-W Bim block 1, ABCB1 inh 0.4, RGS7-Gao reg 92, Avidin bead fluor 5, Bim-Bfl-1 0, ABCG2 inh 1, Bcl-B Bim block 4, Bim-Bcl-XL 6, Bcl-2 Bim block -1 and GSH fluor 17.
`Cc1cc(NC(=O)COC(=O)COc2cccc3c2OC(C)(C)C3)no1` gave RGS4-Gao reg 97, Bcl-W Bim block 1, ABCB1 inh 0.7, RGS7-Gao reg 93, Avidin bead fluor 7, Bim-Bfl-1 -6, ABCG2 inh 5, Bcl-B Bim block -4, Bim-Bcl-XL -6, Bcl-2 Bim block -3 and GSH fluor 56.
CCOCc1nnc(NC(=O)c2cc(OC)c(OC)cc2[N+](=O)[O-])s1 was read as RGS4-Gao reg 100, Bcl-W Bim block 1, ABCB1 inh 0.6, RGS7-Gao reg 94, Avidin bead fluor 11, Bim-Bfl-1 -7, ABCG2 inh 12, Bcl-B Bim block -1, Bim-Bcl-XL -1, Bcl-2 Bim block 3 and GSH fluor 19.
CCOC(=O)c1ccc(Nc2ccc(-c3ccc(OC)c(OC)c3)nn2)cc1 was read as RGS4-Gao reg 99, Bcl-W Bim block -1, ABCB1 inh -0.6, RGS7-Gao reg 102, Avidin bead fluor 12, Bim-Bfl-1 -2, ABCG2 inh -1, Bcl-B Bim block -1, Bim-Bcl-XL -2, Bcl-2 Bim block -3 and GSH fluor 23.
For CSc1nnc(NC(=O)C2CCCCC2)s1 the results were RGS4-Gao reg 104, Bcl-W Bim block -2, ABCB1 inh 0.7, RGS7-Gao reg 108, Avidin bead fluor 4, Bim-Bfl-1 -6, ABCG2 inh 4, Bcl-B Bim block 2, Bim-Bcl-XL -5, Bcl-2 Bim block -5 and GSH fluor 25.
`CC1(C)Cc2c(C#N)c(N3CCOCC3)nc(-c3ccccc3)c2CO1` gave RGS4-Gao reg 93, Bcl-W Bim block -7, ABCB1 inh 3.5, RGS7-Gao reg 96, Avidin bead fluor 22, Bim-Bfl-1 -5, ABCG2 inh 7, Bcl-B Bim block -4, Bim-Bcl-XL -10, Bcl-2 Bim block -13 and GSH fluor 22.
Oc1c(N=NC(=S)Nc2ccccc2F)c2ccccc2n1Cc1ccc(F)cc1 was read as RGS4-Gao reg 102, Bcl-W Bim block 0, ABCB1 inh -1.0, RGS7-Gao reg 102, Avidin bead fluor 24, Bim-Bfl-1 -6, ABCG2 inh -1, Bcl-B Bim block -4, Bim-Bcl-XL 0, Bcl-2 Bim block -3 and GSH fluor 7.
For O=C(CCn1cnc2ccccc2c1=O)Nc1ccc(Cl)c(Cl)c1 the results were RGS4-Gao reg 101, Bcl-W Bim block 1, ABCB1 inh 0.1, RGS7-Gao reg 98, Avidin bead fluor 14, Bim-Bfl-1 -2, ABCG2 inh 1, Bcl-B Bim block 1, Bim-Bcl-XL 0, Bcl-2 Bim block -3 and GSH fluor 14.
For C/C(=N\NC(=O)c1ccccc1Br)c1ccc(N2CCOCC2)cc1 the results were RGS4-Gao reg 100, Bcl-W Bim block 0, ABCB1 inh 0.0, RGS7-Gao reg 98, Avidin bead fluor 11, Bim-Bfl-1 -5, ABCG2 inh 1, Bcl-B Bim block -1, Bim-Bcl-XL 0, Bcl-2 Bim block 0 and GSH fluor 26.
Cc1cc(C)c2nc(NC(=O)c3ccc4c(c3)OCO4)sc2c1 was read as RGS4-Gao reg 105, Bcl-W Bim block -1, ABCB1 inh 0.2, RGS7-Gao reg 101, Avidin bead fluor 29, Bim-Bfl-1 -7, ABCG2 inh 3, Bcl-B Bim block -4, Bim-Bcl-XL -3, Bcl-2 Bim block -2 and GSH fluor 55.
For Cc1cc(NC(=O)Cn2cnc3c(nnn3-c3cccc(F)c3)c2=O)no1 the results were RGS4-Gao reg 100, Bcl-W Bim block 8, ABCB1 inh 1.7, RGS7-Gao reg 92, Avidin bead fluor 4, Bim-Bfl-1 6, ABCG2 inh 6, Bcl-B Bim block 2, Bim-Bcl-XL 6, Bcl-2 Bim block -2 and GSH fluor 7.
For CCCn1c(SCC(=O)NC(C)(C)C)nnc1-c1ccco1 the results were RGS4-Gao reg 102, Bcl-W Bim block 0, ABCB1 inh 0.3, RGS7-Gao reg 103, Avidin bead fluor 10, Bim-Bfl-1 -6, ABCG2 inh 1, Bcl-B Bim block -2, Bim-Bcl-XL -1, Bcl-2 Bim block 0 and GSH fluor 12.
O=C(Cc1nc(-c2ccc([N+](=O)[O-])cc2)cs1)Nc1ccccc1 was read as RGS4-Gao reg 97, Bcl-W Bim block 4, ABCB1 inh 0.0, RGS7-Gao reg 92, Avidin bead fluor 17, Bim-Bfl-1 0, ABCG2 inh 1, Bcl-B Bim block 6, Bim-Bcl-XL 4, Bcl-2 Bim block 4 and GSH fluor 7.
O=C(Cc1ccc2c(c1)CCCC2)Nc1ccccc1Br was read as RGS4-Gao reg 102, Bcl-W Bim block -1, ABCB1 inh 1.0, RGS7-Gao reg 100, Avidin bead fluor 6, Bim-Bfl-1 -1, ABCG2 inh 3, Bcl-B Bim block -1, Bim-Bcl-XL -4, Bcl-2 Bim block -3 and GSH fluor 24.
